# From PubChem
# Myeloid diff MLP = induction of myeloid progenitor differentiation, primary screen, cell-based, flow cytometry, MLPCN library. ER-HoxA9 myeloid progenitors, lysozyme-GFP differentiation. calls only at 10 µM. 1% of 360,000 active. AID 624256, 2012;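 active means normalized GFP-positive differentiation at or above the plate's own cutoff, the solvent-only control mean plus 3 SD; inconclusive means no clear call, values can overlap the other calls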;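 further: cells exposed to compound for four days before flow analysis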
# Lipid droplet = inhibitors of hepatocyte lipid droplet formation, primary screen, imaging, high-throughput imaging, BODIPY stain. AID 1656, 2009. 0.4% of 240,000 active. AML12 mouse hepatocytes, oleate lipid droplets. inhibition, % at 6.5 µM;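 active means lipid droplet intensity inhibited by at least 50%, with more than 500 cells counted; inconclusive means wells with under 300 cells, treated as cytotoxic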
#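 material = mouse AML12 hepatocyte cell line, fixed after treatment | also added = 100 µM oleic acid challenge | doses = compound at 6.5 µM only | schedule = overnight exposure | technique = Image-based BODIPY and DAPI two-channel analysis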
# K1F lysis inhibition = inhibition of K1F phage lysis, E. coli UTI89, bacterial capsule biogenesis inhibitors, alamar blue (AID 488966). 0.02% of 340,000 active. one-dose inhibition, % at 100 µM; IC50 in µM for titrated hits. E. coli UTI89 K1F phage lysis, alamar blue, 2 h; higher % means a stronger effect;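 active means phage lysis inhibition, versus mean bacterial control, above a set limit; inconclusive means no clear call, values can overlap the other calls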;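 further: capsule biogenesis inhibitors block K1F phage lysis so surviving cells raise fluorescence; higher fluorescence means more inhibition of phage lysis; actives were called in the ten point dose series up to 300 µM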
# Lipid droplet cells 6.5 µM = also measured in Lipid droplet; calls as there; cell count; measured here: cell count, cytotoxicity flag;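 cells counted across two imaged fields per well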
# Myeloid diff MLP GFP+ MAC1+ % = recorded beside Myeloid diff MLP, whose call it bears; GFP+ MAC1+ double positive, %; measured here: differentiation confirmed by MAC1 staining
# * hit, by the source's call; i = inactive; ? = inconclusive; / = not tested or not shown; [ ] = another dose, or the depositor's remark. Not all compounds are listed; count on the stated rates, not on these rows.
# Start of the listing, in advance (4 entries):
SMILES,Myeloid diff MLP,Myeloid diff MLP GFP+ MAC1+ %,Lipid droplet,Lipid droplet cells 6.5 µM,K1F lysis inhibition
CCOc1ccc(Br)cc1S(=O)(=O)Nc1cccnc1,i,1.8,0,800,0.1%
O=C(C[n+]1ccccc1)N/N=C/c1c(F)cccc1Cl,i,0.8,1,837,0.4%
Cc1cc(C)n(C(=O)c2cccc([N+](=O)[O-])c2)n1,i,0.6,4,778,-0.1%
COc1ccccc1-n1c(CNC(=O)c2ccco2)n[nH]c1=S,i,2.8,-12,865,0.0%[50 µM]

# All compounds of this part, from the start:
SMILES,Myeloid diff MLP,Myeloid diff MLP GFP+ MAC1+ %,Lipid droplet,Lipid droplet cells 6.5 µM,K1F lysis inhibition
CCOc1ccc(Br)cc1S(=O)(=O)Nc1cccnc1,i,1.8,0,800,0.1%
O=C(C[n+]1ccccc1)N/N=C/c1c(F)cccc1Cl,i,0.8,1,837,0.4%
Cc1cc(C)n(C(=O)c2cccc([N+](=O)[O-])c2)n1,i,0.6,4,778,-0.1%
COc1ccccc1-n1c(CNC(=O)c2ccco2)n[nH]c1=S,i,2.8,-12,865,0.0%[50 µM]
Cc1noc(C)c1S(=O)(=O)N(CC(=O)NCc1ccccc1)c1ccc(C(C)C)cc1,i,0.0,-8,714,0.1%
COc1ccc(C2/C(=C(/O)c3ccc4c(c3)CC(C)O4)C(=O)C(=O)N2CCCN2CCOCC2)cc1 (stereo unspecified),?,/,13,670,0.0%
NC(=O)C1CCN(C(=O)C(=O)c2cn(CC(=O)N3CCCCCC3)c3ccccc23)CC1,i,3.3,-22,806,0.0%
O=C(Nc1ccc(F)cc1)c1ccc2snnc2c1,i,0.2,5,823,-0.3%
COc1ccccc1CN1CC(C(=O)NCCn2nc(C)cc2C)CCC1=O (stereo unspecified),i,0.5,-14,679,0.1%
O=C(CCc1ccc(O)c(O)c1)N/N=C/c1ccc2c(c1)OCO2,i,4.2,-2,656,1.4%
CN1C(=O)[C@H]2[C@@H](/C=C/c3ccccc3)N3C(=O)CN(Cc4ccccn4)C(=O)[C@@]3(C)[C@H]2C1=O,i,1.3,6,800,0.9%
COc1cccc(C(=O)Nc2cc(C(=O)NCc3ccc(C)cc3)ccc2N2CCC3(CC2)CC(c2ccccc2)=NO3)c1,i,1.6,2,833,4.3%
COc1ccc(Cl)cc1NC(=S)NC1CCCC1,i,0.2,-15,803,0.1%
COCCCN1C(=O)C(=O)/C(=C(/O)c2ccc(S(=O)(=O)N3CCCCC3)cc2)C1c1ccc(OC)cc1 (stereo unspecified),i,0.0,-10,698,0.3%
Cc1ccccc1CN1CCCC(C(=O)N2CCCCC2)C1 (stereo unspecified),i,1.0,-1,818,0.3%
CCOCCn1c(CN2CCN(C(=O)c3ccco3)CC2)nc2c1c(=O)n(C)c(=O)n2C,i,2.5,4,751,1.1%
Cc1cc(Cl)ccc1C(=O)C1CCCN(C(=O)CN2CCOC2=O)C1 (stereo unspecified),i,3.6,-5,740,-0.3%
CCOc1ccccc1CNC(=O)CCCn1ccc2cc(S(=O)(=O)N3CCCC3)ccc21,i,1.9,-16,637,0.1%
CCCNC(=O)NC(=O)CSc1nnc(-c2c[nH]c3ccccc23)o1,i,0.4,4,819,0.0%
CC(C)(C)c1ccc(S(=O)(=O)N2CCN(C(=O)C3CCC3)CC2)cc1,i,1.2,16,704,0.2%
CC(C)(C)c1ccc(OCC(O)CN2CCCC2)cc1 (stereo unspecified),i,0.9,-15,749,-0.1%
Cc1cccc(-c2cccc(NC(=O)C3CCCN(C(=O)c4cccnc4)C3)c2)c1 (stereo unspecified),i,1.4,4,703,-0.1%
O=C(c1cccc(F)c1)N1CCN(C(=O)C(c2ccccc2)c2ccccc2)CC1,i,0.4,-17,750,-0.1%
COC(=O)c1ccc(CN2C(=O)NC(c3ccccc3)(c3ccccc3)C2=O)o1,i,0.5,-12,721,-0.5%
C(=C\c1ccccc1)/CN1CCN(Cc2ccc3c(c2)OCO3)CC1,i,1.6,15,800,-0.3%
COc1ccc(NC(=O)CCNS(=O)(=O)c2ccc(Cl)c([N+](=O)[O-])c2)cc1S(N)(=O)=O,i,0.6,23,834,0.2%
CCOc1ccc(NC(=S)N2CCC(NC(=O)c3ccccc3)CC2)cc1,i,0.4,-1,843,-0.2%
O=C(Nc1ccc(Cl)cc1F)C1CC1c1ccccc1 (stereo unspecified),i,0.6,0,818,-0.1%
COc1ccccc1N1C(=O)Cc2ccccc2C1=O,i,1.4,-4,822,0.1%
O=C(CC(=O)N/N=C/c1c(F)cccc1Cl)NCCc1ccccc1,i,0.7,-8,760,-1.7%
CCOC(=O)N1CCN(C(=O)c2ccc3nc(-c4ccccc4)c(-c4ccccc4)nc3c2)CC1,i,12,-31,633,0.4%
O=C(Cc1ccc(Cl)cc1)NNC(=O)C1CC=CCC1C(=O)O (stereo unspecified),i,0.9,10,892,0.1%
Cc1nc2ccccc2nc1Nc1cccc(Cl)c1,i,0.9,-5,834,0.2%
CCOc1ccc(C(C)=O)cc1CN1C(=O)NC2(CCCCCC2)C1=O,i,0.7,-5,822,0.1%
O=C(Nc1ccc(S(=O)(=O)Nc2ncccn2)cc1)c1cccc(Br)c1,i,0.2,-1,817,1.1%
O=[N+]([O-])c1cc(C(F)(F)F)ccc1NCC1CCCO1 (stereo unspecified),i,0.2,-2,839,2.0%
COc1c(Cl)cc(Cl)cc1/C=N/NC(=O)c1nnn(-c2nonc2N)c1CN1CCC(C)CC1,i,0.7,10,698,0.2%
COc1ccc(CCNC(=O)c2cccc(Br)c2)cc1OC,i,0.9,-1,820,0.3%
O=C(C1CC(=O)N(c2ccccc2)C1)N1CCCCCC1 (stereo unspecified),i,0.5,1,904,0.3%
Cc1ccc(NC(=O)CN(C)S(=O)(=O)c2ccc3[nH]c(=O)oc3c2)c(C)c1,?,/,6,756,-0.1%
CCOc1ccc(/C=N/NC(=O)c2cc3c(OC)cc(OC)cc3[nH]2)cc1OC,i,0.3,2,727,0.5%
O=S(=O)(NC1CCCCC1N1CCN(c2ccccc2F)CC1)c1ccccc1 (stereo unspecified),i,0.8,-6,775,0.4%
Cc1ccn(CC(=O)N2CCCC(N3CCN(c4ccc(F)cc4)CC3)C2)n1 (stereo unspecified),i,0.7,10,744,0.3%
CCOC(=O)N1CCN(C(=O)CN(C)S(=O)(=O)c2ccc(Cl)cc2)CC1,i,0.6,-5,799,-0.2%
Cc1ccc[n+](CC(=O)c2ccc(Br)cc2)c1C,i,1.5,-4,800,-1.1%
O=C(c1cc(COc2ccccc2)on1)N1CCCC(CN2CCOCC2)C1 (stereo unspecified),i,1.1,8,738,0.2%
O=C(Nc1c[nH]c(=O)[nH]c1=O)c1cc([N+](=O)[O-])cc([N+](=O)[O-])c1,i,0.7,0,877,0.0%
COc1cc(CN2CCN(CC#Cc3ccccc3)CC2CCO)cc(OC)c1 (stereo unspecified),i,0.4,-1,820,-0.7%
O=C(COC(=O)CSc1ccccc1)NNC(=O)c1ccc([N+](=O)[O-])cc1,i,1.0,3,687,-0.1%
NS(=O)(=O)c1ccc(NC(=O)c2cccc(N3C(=O)c4ccccc4C3=O)c2)cc1,i,0.7,-1,797,0.2%
COc1ccccc1C(=O)Nc1ccnn1C1CCN(CCCC2CCCC2)CC1,?,/,10,710,-0.2%
CCOc1ccccc1N(CC(=O)Nc1cccc(OC)c1)S(=O)(=O)c1ccccc1,i,0.6,-2,825,-0.3%
Fc1ccc(COc2ccc(-c3nnco3)cc2)c(Cl)c1,?,/,15,755,0.8%
COCCCn1c(C(=O)NCCN2CCOCC2)cc2c(=O)n3ccccc3nc21,i,0.4,9,706,0.7%[50 µM]
O=C(CN1CCN(c2ccccn2)CC1)Nc1ccccc1Br,i,1.1,-38,790,0.2%
COC(=O)C1=CN(Cc2ccc(OC)c(OC)c2)C=C(C(=O)OC)C1c1ccccc1F,i,0.5,-2,747,0.6%
CC(C)C(=O)Nc1nnc(S(=O)(=O)N2CCCCCC2)s1,i,1.3,0,714,7.0%
CN(CC(=O)NCc1cccnc1)S(=O)(=O)c1ccc(F)cc1,i,1.5,-6,773,0.0%
O=C(Nc1cccc(O)c1)c1cc(-c2ccc3c(c2)OCO3)on1,i,1.2,0,793,0.5%
COc1ccc(NC(C)C(=O)N/N=C/c2c(O)ccc3ccccc23)cc1 (stereo unspecified),i,1.2,-6,755,2.4%[50 µM]

# Retrieved one by one from above:
SMILES,Myeloid diff MLP,Myeloid diff MLP GFP+ MAC1+ %,Lipid droplet,Lipid droplet cells 6.5 µM,K1F lysis inhibition
COc1ccccc1C(=O)Nc1ccnn1C1CCN(CCCC2CCCC2)CC1,?,/,10,710,-0.2%
O=C(CN1CCN(c2ccccn2)CC1)Nc1ccccc1Br,i,1.1,-38,790,0.2%
O=C(Nc1cccc(O)c1)c1cc(-c2ccc3c(c2)OCO3)on1,i,1.2,0,793,0.5%
CC(C)C(=O)Nc1nnc(S(=O)(=O)N2CCCCCC2)s1,i,1.3,0,714,7.0%
COc1ccc(NC(C)C(=O)N/N=C/c2c(O)ccc3ccccc23)cc1 (stereo unspecified),i,1.2,-6,755,2.4%[50 µM]

# (more compounds)
SMILES,Myeloid diff MLP,Myeloid diff MLP GFP+ MAC1+ %,Lipid droplet,Lipid droplet cells 6.5 µM,K1F lysis inhibition
NC(=O)C1CCN(C(=O)c2ccc3nc(-c4ccccc4)c(-c4ccccc4)nc3c2)CC1,i,0.0,-10,610,0.0%
N=C1/C(=C\c2ccc(OC(=O)c3ccco3)cc2)C(=O)N=C2SC(N3CCCCC3)=NN12,i,2.1,6,784,?
COC(=O)/C(=C\c1cccnc1)NC(=O)c1ccc(OCc2ccccc2)cc1,i,3.6,1,632,1.5%
COC(=O)Cn1c(=NC(=O)CCS(=O)(=O)c2ccccc2)sc2c(OC)ccc(OC)c21,i,2.1,22,796,-0.1%
CCOc1ccc(S(=O)(=O)NCc2ccncc2)cc1NC(=O)c1ccccc1F,i,0.9,-3,784,0.3%
CCNc1nc(NCC)nc(N/N=C/c2ccccc2)n1,i,0.5,-1,408,-0.9%[50 µM]
O=C(NCc1ccc(F)cc1)C1CC(=O)N(C2CCCCCCC2)C1 (stereo unspecified),i,0.0,-2,710,0.4%
O=C1CN(c2ccccc2)C(=S)N1C(=O)c1ccccc1,i,0.5,3,779,1.1%
Cc1c(O)nc(SCC(=O)Nc2cccc(C(F)(F)F)c2)n(-c2ccccc2)c1=O,i,2.1,27,684,0.3%[50 µM]
CC(OC(=O)Cn1[nH]c(=O)c2ccccc2c1=O)C(=O)c1ccccc1 (stereo unspecified),i,0.5,11,853,-0.3%[50 µM]
O=C(Nc1nnc(S(=O)(=O)N2CCOCC2)s1)c1ccccc1F,i,3.9,-2,714,1.2%
O=C(CCNC(=O)C1CCN(S(=O)(=O)c2ccc(F)cc2)CC1)NCc1cccnc1,i,2.0,-24,723,0.0%
Cc1cccc(C)c1NC(=O)CSc1nc(C2CC2)nc2ccccc12,i,0.2,-3,815,0.3%
N#Cc1c(NC(=O)c2ccc([N+](=O)[O-])o2)sc2c1CCC2,?,/,-3,738,-0.8%
O=C(Cc1ccsc1)NCc1ccccc1F,i,0.6,8,723,0.1%
COc1ccc(NC(=O)Cn2cc(C(C)=O)c3ccccc32)cc1,i,2.0,-20,808,0.2%
CC(=O)N1CCc2cc(S(=O)(=O)C(C)CC(=O)NCc3ccc(C)o3)ccc21 (stereo unspecified),i,4.3,-2,765,-0.1%
Cn1nccc1C(=O)N1CCCC(N2CCN(Cc3ccc4c(c3)OCO4)CC2)C1 (stereo unspecified),i,1.1,-67,716,2.8%[50 µM]
Cc1ccccc1C(=O)NCCNC(=O)c1cnccn1,i,0.4,-3,837,0.3%
CCC(C(=O)NC1CCCC1)N(C(=O)c1snc(C(N)=O)c1N)c1ccc(OC)c(OC)c1 (stereo unspecified),i,0.9,-29,739,-0.2%
CCCNC(=S)N1CCN(c2nc(-c3cccc(OC)c3)cs2)CC1,i,0.5,4,827,0.8%
CC(SCc1ccccc1)C(=O)Nc1ccccc1Br (stereo unspecified),i,0.6,0,785,-0.1%
CC1CCCCC1NC(=O)c1cccc(N2C(=O)C3C4C=CC(C4)C3C2=O)c1 (stereo unspecified),i,0.6,2,733,-0.1%
Cc1cc(CNC(=O)c2cccc(OC3CCN(S(=O)(=O)N(C)C)CC3)c2)on1,i,0.3,14,664,-0.1%
Cc1cc(C(=O)NCC(=O)Nc2c(C)cccc2C)c(C)o1,i,0.6,0,838,0.7%
CCOc1cccc(-c2c(C(=O)N/N=C/c3ccoc3)nnn2-c2nonc2N)c1,i,2.8,-4,688,3.0%

# Look-ups from the results shown:
# Entry of CCC(C(=O)NC1CCCC1)N(C(=O)c1snc(C(N)=O)c1N)c1ccc(OC)c(OC)c1 (stereo unspecified) in Myeloid diff MLP GFP+ MAC1+ %: 0.9
# Entry of O=C(Cc1ccsc1)NCc1ccccc1F in K1F lysis inhibition: 0.1%
